Assay outcomes from PubChem.
Pin1 inhibitor: inhibitors of human Pin1. Q13526. Pin1 FP peptide displacement, HiFluor488, 10 min. Potency, µM (highest dose often 115 µM), for the others: at the top dose activity, negative = inhibition, most hits filed as inhibitors. actives 0.009% (n = 390,000); active = well fitted inhibition curve with a large enough effect in the polarisation, with a control signal flat, not every such curve was filed as active; inconclusive = small, poorly fitted or top-dose-only effect, or effect the other way, or a change in a side signal; inactive = no such curve, though single readings can be large or run the other way; the % refers to the polarisation; note: potency is the fitted concentration of half-maximal effect; % is set by controls: 0 for no effect and ±100 for the full control effect
JMJD2A Tudor: blocks the human JMJD2A Tudor domain. O75164. AlphaScreen JMJD2A-Tudor / H3K4me3 peptide binding. Potency, µM (highest dose often 114 µM), for the others: at the highest dose activity change, negative = inhibition, usual class: inhibitors. actives 4.4% (n = 390,000); note: potency is the fitted concentration of half-maximal effect; % is set by controls: 0 for no effect and ±100 for the full control effect; nearly all actives have a fitted effect of over 50% in size
BAZ2B block: BAZ2B (human) inhibition; Q9UIF8; AlphaScreen BAZ2B-H3K14Ac peptide displacement; Potency, µM (highest dose often 114 µM), for the others: at the top dose activity change, negative = inhibition, usual class: inhibitors; actives 4.4% (n = 360,000); AID 504333; note: potency is the fitted concentration of half-maximal effect; % is set by controls: 0 for no effect and ±100 for the full control effect; nearly all actives have a fitted effect of over 60% in size
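Multi-concentration screen (max 110 uM) measuring displacement of acetylated histone H3 peptide from BAZ2B by AlphaScreen, using 50 nM protein, 50 nM peptide and 10 ug/mL streptavidin donor plus Ni-chelate acceptor beads.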
GLS inhibitor: inhibitors of human glutaminase (GLS); actives 0.21% (n = 410,000); GLS enzymatic activity, qHTS titration; Potency, µM (titrated, usually from 45.5 µM), for the others: at the highest dose activity change, negative = inhibition, usual class: inhibitors; O94925; note: potency is the fitted concentration of half-maximal effect; % is set by controls: 0 for no effect and ±100 for the full control effect
Target sequence (O94925 whole entry, looked up): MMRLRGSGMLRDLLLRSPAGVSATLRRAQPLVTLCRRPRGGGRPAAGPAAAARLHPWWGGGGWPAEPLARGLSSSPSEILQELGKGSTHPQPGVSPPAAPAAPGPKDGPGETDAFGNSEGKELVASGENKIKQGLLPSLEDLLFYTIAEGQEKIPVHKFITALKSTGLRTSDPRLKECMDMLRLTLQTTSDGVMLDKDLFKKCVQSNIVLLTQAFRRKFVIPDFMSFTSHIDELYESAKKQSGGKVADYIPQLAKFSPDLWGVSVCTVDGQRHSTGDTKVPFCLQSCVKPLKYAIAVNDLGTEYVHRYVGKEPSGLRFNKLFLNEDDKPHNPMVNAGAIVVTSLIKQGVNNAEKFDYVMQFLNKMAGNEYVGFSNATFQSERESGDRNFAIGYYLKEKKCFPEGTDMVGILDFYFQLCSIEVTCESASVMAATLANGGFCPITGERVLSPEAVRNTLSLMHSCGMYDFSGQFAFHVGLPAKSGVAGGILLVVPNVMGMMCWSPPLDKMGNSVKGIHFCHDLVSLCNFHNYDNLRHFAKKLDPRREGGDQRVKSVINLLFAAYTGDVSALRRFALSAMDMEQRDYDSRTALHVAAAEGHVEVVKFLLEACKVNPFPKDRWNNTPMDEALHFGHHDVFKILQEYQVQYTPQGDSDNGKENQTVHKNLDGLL
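hKGA in 45 mM KH2PO4 (pH 8.2), 0.02% Tween-20 with compound, then 1mM L-Glutamine (stock as added) plus glutamate oxidase/HRP/Amplex red coupling mix. Fluorescence read initially and after 30 min at RT; signal change reflects glutamate formation.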
G9a block: G9a (human) methyltransferase inhibition; Q96KQ7; G9a H3K9 monomethylation, AlphaScreen, 2 h; Potency, µM (top dose mostly 102 µM), for the others: at the top dose activity, negative = inhibition, usual class: inhibitors; actives 8.8% (n = 350,000); AID 504332; note: potency is the fitted concentration of half-maximal effect; % is set by controls: 0 for no effect and ±100 for the full control effect; nearly all actives have a fitted effect of over 75% in size
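Enzyme 20 nM + cpd, 15 min RT; add b-H3K9 pep 500 nM / SAM 20 uM; 2 h RT; anti-H3K9me1 Ab 0.5 ug/mL + SA donor / anti-rabbit acceptor beads 20 ug/mL each, 10 min; AlphaScreen read.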
POLH inh: inhibitors of human DNA polymerase eta | Q9Y253 | actives 1.2% (n = 390,000) | AID 588591 | recombinant Pol eta, fluorescent DNA replication assay | Potency, µM (titrated, usually from 114 µM), for the others: at the top dose activity change, negative = inhibition, hits mostly inhibitors; note: potency is the fitted concentration of half-maximal effect; % is set by controls: 0 for no effect and ±100 for the full control effect
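Fluorescent replication assay: 50 nM final substrate added after a 15 min room-temperature compound preincubation with 10 nM enzyme. Signal taken at 0 min and again at 10 min.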
HP1b binding inh: blocks HP1-beta chromodomain binding to methylated histone tails. AlphaScreen HP1-beta / biotin-H3K9me3 peptide binding. Potency, µM (top dose mostly 114 µM), inactives show at the highest dose activity change, negative = inhibition, usual class: inhibitors. actives 0.56% (n = 390,000). AID 540317; note: potency is the fitted concentration of half-maximal effect; nearly all actives have a fitted effect of over 70% in size; inactives centre near 23
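HP1-beta protein (50 nM final) preincubated 30 min at room temperature with biotinylated H3(1-18)K9me3 peptide (50 nM) in PBS pH 7.4, 0.01% Tween-20, then compound added for 30 min. AlphaScreen streptavidin donor/nickel chelate acceptor beads (10 ug/mL final), 30 min dark, luminescence read.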
PI4K2A block: blocks human PI4K2A kinase activity; Q9BTU6; purified PI4K2A, ADP-Glo luminescence, 1 h; stronger effect = lower value; activity change, negative = inhibition, % at 76.9 µM; actives 0.13% (n = 420,000); in the data active = activity change below about -50%; inconclusive = mostly about -30% to -49%;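 note: -100% = wells without enzyme as full effect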
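ADP-Glo luminescence measured ADP generated by PI4K2A enzyme (4 ug/mL before mixing) with 1.2 mM PI substrate (pre-mix) and 300 microM ATP (pre-mix). Tris pH7.5 buffer with MgCl2, Triton X-100; 1 h reaction at ambient temperature.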
Tb PGK inh: inhibitors of T. brucei phosphoglycerate kinase; P07378; PGK/GAPDH coupled, Kinase-Glo luminescence, 60 min; Potency, µM (titrated, usually from 57.5 µM), for the others: at the top dose activity change, negative = inhibition, actives largely listed as inhibitors; actives 0.043% (n = 380,000); AID 602233; note: potency is the fitted concentration of half-maximal effect; % is set by controls: 0 for no effect and ±100 for the full control effect; nearly all actives have a fitted effect of over 60% in size
Target sequence (P07378 whole entry, looked up): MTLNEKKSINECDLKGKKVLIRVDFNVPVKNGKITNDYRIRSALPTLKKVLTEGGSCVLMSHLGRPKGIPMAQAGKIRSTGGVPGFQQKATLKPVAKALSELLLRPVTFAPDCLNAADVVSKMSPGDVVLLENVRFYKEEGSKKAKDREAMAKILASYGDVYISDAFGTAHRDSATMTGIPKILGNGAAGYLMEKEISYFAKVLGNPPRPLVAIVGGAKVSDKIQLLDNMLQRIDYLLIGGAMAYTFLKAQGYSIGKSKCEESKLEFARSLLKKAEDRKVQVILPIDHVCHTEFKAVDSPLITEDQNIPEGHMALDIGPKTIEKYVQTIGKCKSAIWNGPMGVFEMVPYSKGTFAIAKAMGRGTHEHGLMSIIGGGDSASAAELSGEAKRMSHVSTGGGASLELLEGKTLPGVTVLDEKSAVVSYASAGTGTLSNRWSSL
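Recombinant glycosomal PGK reaction used 1,3-bisphosphoglycerate generated in-well by GAPDH (100nM final) in 100mM TEA pH 7.6, 5mM MgCl2, 0.01% Tween-20. After 60 minutes at room temperature, ATP was read by Kinase-Glo Plus luminescence end-point.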
The depositor's hits bear a star; i = inactive; ? = inconclusive; · = not tested or not shown; [ ] = another dose, or the depositor's remark. Unless noted, calls come from the whole dose curve; as a rule, active = well fitted curve in the direction sought with a large enough effect; inconclusive = small, poorly fitted or top-dose-only effect, or another doubt; inactive = no such curve, though single readings can be large; an effect the other way counts as inactive or inconclusive. Not all compounds are listed; count on the stated rates, not on these rows.

| Pin1 inhibitor | JMJD2A Tudor | BAZ2B block | GLS inhibitor | G9a block | POLH inh | HP1b binding inh | PI4K2A block | Tb PGK inh | smiles |
| --- | --- | --- | --- | --- | --- | --- | --- | --- | --- |
| 37%[activator] | ? | 22% | 8% | 6.3µM* | -6% | -2% | 4 | i | C=CCOc1c(Br)cc(CNc2ccc(NC(=O)C(C)C)c(OC)c2)cc1OCC |
| ? | -4% | -18% | 16% | · | 0% | 28% | 0 | 2% | CCOC(=O)c1c(NC(=O)CCS(=O)(=O)c2ccccc2)sc2c1CCN(C)C2 |
| -7% | -15% | ? | 8% | ? | -22% | 22% | -7 | i | COc1cc(CNCCc2c[nH]c3ccccc23)cc(Cl)c1OCC(N)=O |
| -3% | -10% | · | -12% | · | -5% | 16% | 4 | -11% | O=C(C=Cc1cccs1)c1cccs1 |
| -9% | -6% | · | 0% | · | -4% | 22% | 11 | -6% | CC1CN(Cc2nc3c(c(=O)n(C)c(=O)n3C)n2CCc2ccccc2)CC(C)O1 (stereo not drawn) |
| 5% | 0% | 3% | 14% | 5% | -11% | 21% | 0 | 0% | Cc1c(O)ccc(C(=O)COc2ccc(F)cc2)c1O |
| -7% | -10% | -10% | 8% | · | 1% | 26% | 3 | 6% | CC(=O)Nc1nc2cccc([N+](=O)[O-])c2s1 |
| ? | -8% | -6% | 12% | 13%[59 µM] | -19% | 43%[activator] | -1 | 5% | CCCCNC(=O)c1onc(CSc2ccc(Cl)cc2)c1C(=O)O |
| -10% | 2% | 7% | 9% | ? | -9% | 10% | 17 | -4% | Cn1c(SCC(=O)Nc2ccc3cn[nH]c3c2)nnc1-c1cnccn1 |
| -1% | -9% | -5% | 8% | · | -1% | 45%[activator] | 3 | 0% | COc1ccc(-c2cc(CCCC(=O)NCCc3ccccc3)no2)cc1 |
| 2% | -7% | -2% | 2% | 22%[59 µM] | -7% | 64% | 3 | i | Cc1ccccc1NC(=O)CCSc1nnnn1-c1ccccc1 |
| 17% | ? | ? | -4% | -41%[59 µM] | -16% | 14% | -1 | 12% | COc1ccccc1CN(Cc1ccco1)c1cnc(S(C)(=O)=O)nc1C(=O)Nc1ccccc1Cl |
| -5% | -2% | -4% | 0% | 4% | 4% | 11% | 5 | -6% | O=C(NCCN1CCN(C(=O)C(c2ccccc2)c2ccccc2)CC1)C(=O)Nc1ccccc1 |
| -2% | -14% | -17% | 19% | -33% | -14% | 29% | 1 | 0% | CCc1[nH]nc2c1C(C1C=CCCC1)C(C#N)=C(N)O2 (stereo not drawn) |
| 4% | -20% | 14% | 3% | 5%[0.501 µM] | -30% | -17% | 0 | -2% | Cc1ccc(C(=O)OCC(=O)N(CC(C)C)c2c(N)n(Cc3ccccc3)c(=O)[nH]c2=O)cc1[N+](=O)[O-] |
| -2% | -11% | ? | 14% | · | -7% | 41%[activator] | 4 | 7% | COc1ccc(C(=O)NC(=S)N2CC(C)OC(C)C2)cc1OC (stereo not drawn) |
| -2% | ? | 5% | 11% | 9%[59 µM] | -1% | 21% | 2 | 0% | Cc1sc(-c2cc3ccccc3oc2=O)nc1-c1ccc(Cl)c(Cl)c1 |
| 0% | -1% | · | -1% | 6% | -11% | 17%[57 µM] | 0 | -9% | COc1ccc(S(=O)(=O)N(C)C)cc1NC(=O)COC(=O)c1nn(C)c(=O)c2ccccc12 |
| 1% | -5% | 6% | 14% | 18% | 8% | 31% | 1 | 3% | CCc1cc2c(=O)oc(-c3ccc(Br)cc3)nc2s1 |
| -1% | -13% | -15% | -11% | -6%[59 µM] | 4% | 3% | 0 | -8% | CC(=O)c1ccc(N2CCN(S(=O)(=O)c3ccc4c(c3)C(C)(C)C(=O)N4)CC2)cc1 |
| -6% | -8% | 3% | 2% | · | 4% | 52%[activator] | -1 | -2% | COC(OC)c1nc(SCC(=O)Nc2cccc(Cl)c2)ncc1C(=O)O |
| 1% | -7% | 7% | 33% | -46%[59 µM] | -13% | 19% | 4 | 6% | CCOC(=O)C1=C(C)Nc2ncnn2C1c1ccccc1F (stereo not drawn) |
| 11% | -10% | 2% | 1% | -4% | -13% | 38% | 0 | 0% | CCOC(=O)c1ccc(NC(=O)C2CC(=O)Nc3nc4ccccc4n32)cc1 (stereo not drawn) |
| 19% | -19% | · | -7% | · | -14% | 23% | 9 | -6% | C[C@@]12C(=O)Nc3cc(F)c(F)cc3C(=O)N1[C@H]1c3ccccc3OC[C@@H]1[C@@H]2c1ccccc1 |
| -4% | -27% | -34% | -9% | -1%[2.33 µM] | -5% | -3% | 0 | -6% | COCCNC(=S)N(CCc1c(C)[nH]c2ccccc12)Cc1cccnc1 |

Quoted at random: 3 records from the list, in no set order.
| Pin1 inhibitor | JMJD2A Tudor | BAZ2B block | GLS inhibitor | G9a block | POLH inh | HP1b binding inh | PI4K2A block | Tb PGK inh | smiles |
| --- | --- | --- | --- | --- | --- | --- | --- | --- | --- |
| -3% | -10% | · | -12% | · | -5% | 16% | 4 | -11% | O=C(C=Cc1cccs1)c1cccs1 |
| 5% | 0% | 3% | 14% | 5% | -11% | 21% | 0 | 0% | Cc1c(O)ccc(C(=O)COc2ccc(F)cc2)c1O |
| 1% | -7% | 7% | 33% | -46%[59 µM] | -13% | 19% | 4 | 6% | CCOC(=O)C1=C(C)Nc2ncnn2C1c1ccccc1F (stereo not drawn) |

The main list resumes, starting four compounds before the break.
| Pin1 inhibitor | JMJD2A Tudor | BAZ2B block | GLS inhibitor | G9a block | POLH inh | HP1b binding inh | PI4K2A block | Tb PGK inh | smiles |
| --- | --- | --- | --- | --- | --- | --- | --- | --- | --- |
| 1% | -7% | 7% | 33% | -46%[59 µM] | -13% | 19% | 4 | 6% | CCOC(=O)C1=C(C)Nc2ncnn2C1c1ccccc1F (stereo not drawn) |
| 11% | -10% | 2% | 1% | -4% | -13% | 38% | 0 | 0% | CCOC(=O)c1ccc(NC(=O)C2CC(=O)Nc3nc4ccccc4n32)cc1 (stereo not drawn) |
| 19% | -19% | · | -7% | · | -14% | 23% | 9 | -6% | C[C@@]12C(=O)Nc3cc(F)c(F)cc3C(=O)N1[C@H]1c3ccccc3OC[C@@H]1[C@@H]2c1ccccc1 |
| -4% | -27% | -34% | -9% | -1%[2.33 µM] | -5% | -3% | 0 | -6% | COCCNC(=S)N(CCc1c(C)[nH]c2ccccc12)Cc1cccnc1 |
| -2% | -14% | -35% | -9% | 2%[12.7 µM] | 9% | 35%[activator] | -2 | 3% | Nc1nc(C2CCCN2S(=O)(=O)c2ccc(Cl)cc2)cs1 (stereo not drawn) |
| 1% | -22% | -24% | -7% | ? | -5% | 10% | 3 | 1% | CCCc1nnc(NC(=O)CC(=O)OCC)s1 |
| -4% | 79µM* | -25% | ? | ? | -12% | 1% | 0 | i | S=c1[nH]nc(Cc2ccccc2)n1-c1ccc(Cl)cc1 |
| -1% | -13% | 7% | -2% | · | -7% | 28% | -2 | -1% | CCOC(=O)C1(Cc2ccccc2Cl)CCN(C(=O)CN2CCOC2=O)CC1 |
| ? | 56µM* | ? | 0% | ? | -16% | -8% | 2 | 1% | O=C(c1ccc2c3c(cccc13)CC2)C1CCCN(Cc2ccncc2)C1 (stereo not drawn) |
| 8% | -18% | -11% | 1% | 0%[59 µM] | -17% | 31% | 0 | 8% | CCc1ccc(C(=O)N2CCC(c3nc(-c4ccc(S(=O)(=O)N5CCCC5)cc4)no3)CC2)cc1 |
| -2% | -33% | ? | 5% | -42% | -19% | 19% | 12 | 6% | Cc1nn2c(NCCN(C)C)c3c(nc2c1-c1ccccc1)CCCC3 |
| 7% | 2% | 9% | 1% | 12% | -11% | 25% | -10 | -11% | COc1ccc(C(=O)COc2ccccc2N2C(=O)C3C4C=CC(C4)C3C2=O)cc1 (stereo not drawn) |
| 8% | -2% | -28% | 0% | 21%[12.7 µM] | -3% | 10% | 3 | 0% | CC(NC(=O)CCSc1nc(-c2ccc3c(c2)OCO3)cc(C(F)(F)F)n1)c1ccccc1 (stereo not drawn) |
| 11% | -20% | -10% | 2% | -10%[59 µM] | -11% | 16% | 3 | -2% | CCN(CC)c1cc(C)nc2nc(-c3ccc(C)cc3)nn12 |
| -9% | -11% | -34% | 3% | 29%[12.7 µM] | -14% | 4% | -1 | -5% | CC(NC(=O)c1cc2cc([N+](=O)[O-])ccc2oc1=O)C1CCCO1 (stereo not drawn) |
| 14% | ? | -38% | 1% | ? | -22% | -14% | 4 | -5% | Cc1cc([N+](=O)[O-])ccc1NC(=S)NC(=O)Cc1ccccc1 |
| 0% | -13% | 4% | 1% | 5%[59 µM] | -22% | 48%[activator] | -2 | 1% | COc1ccc(OC)c(NC(=O)CSc2nc(=O)n(CCN3CCOCC3)c3c2CCC3)c1 |
| 5% | 2% | 20% | 4% | 10%[12.7 µM] | -6% | 23% | -2 | -2% | Cc1cc(C)n(S(=O)(=O)c2ccc(C(C)(C)C)cc2)n1 |
| -5% | -9% | 2% | -14% | -3%[59 µM] | -3% | 19% | -9 | 9% | COC(=O)Cc1c(O)ccn(CCc2ccccc2)c1=O |
| 0% | -4% | 11% | 1% | ? | 12% | -6% | 0 | -6% | COc1cccc2cc(C(=O)NC(C)C3CCCO3)c(=O)oc12 (stereo not drawn) |
| 0% | -5% | -2% | 24% | -40% | -2% | 38% | -3 | 3% | O=C1CCCN1CCCNC(=S)Nc1cccc2ccccc12 |
| -6% | 2% | -2% | 4% | 18%[59 µM] | -11% | 34% | -4 | i | CCCc1cc(=O)[nH]c(SCc2ccc(Cl)cc2)n1 |
| -11% | -8% | -18% | -17% | 19% | -4% | 58%[activator] | 7 | i | CCOCCc1nn2c(=O)cc(CSCC(=O)Nc3ccc(OC)cc3)nc2s1 |
